Ecoli WT growth: blocks growth of wild type E. coli BW25113; E. coli BW25113 growth inhibition, OD600; inhibition, % at 10 µM; hit rate 0.05% among 20,000; AID 552; in the data active = inhibition above about 40%;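 note: bacteria exposed to compound for 20 hours at 37 °C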
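assay system = bacterial strain in a whole-cell growth screen | quantity = inoculum from a 1:1000 dilution of a 1.5 h subculture | buffer or medium = LB broth with 50 µg/mL kanamycin | compound dosing = one dose, 10 µM final | schedule = compound exposure of 20 h at 37 °C | technique = absorbance at 615 nm as a measure of bacterial growth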
* = called active by the depositor.

item	Structure	Ecoli WT growth
1	C=CCNc1nnc(SC2CC(=O)N(c3ccc(OC)cc3)C2=O)s1 (stereo not drawn)	7
2	CC(C(=O)c1ccccc1)n1cnc2ccccc2c1=O (stereo not drawn)	-12
3	CCNS(=O)(=O)c1cc(S(C)(=O)=O)ccc1Cl	-5
4	COc1cccc(NC(=O)CSc2nnc(-c3cc(-c4ccccn4)nc4ccccc34)o2)c1	10
5	CS(=O)(=O)Nc1ccc(C(=O)NC2CCCC2)cc1	5
6	CCCOc1ccc(-c2cnc(SCC(N)=O)nc2N)cc1	-15
7	CCOC(=O)Nc1cc(OC)c(OC)cc1Cc1nccc2cc(OC)c(OC)cc12	8
8	CNC(=O)CSc1nnc(-c2cc3c(C)nn(-c4ccccc4)c3s2)n1C	9
9	CNC(=O)c1ccsc1NC(=O)c1ccccc1	-1
10	O=C(CN1CCCCC1)NCCNC(=O)CN1CCCCC1	-15
11	CCOc1ccc(C(=O)N(CN2CCCC2=O)c2ccc(C)cc2)cc1	14
12	O=C(CN1C2=NCCCN2c2ccccc21)c1ccc(Br)s1	-21
13	Cn1cccc1Cc1nnc(SCC(=O)Nc2ccccc2F)n1CCc1ccccc1	10
14	COc1ccc(-c2nc(C#N)c(NCc3ccccc3Cl)o2)cc1	-12
15	CCOc1ccc(N(CC(=O)Nc2ccc(F)c(F)c2)S(=O)(=O)c2c(C)noc2C)cc1	-1
16	CCCC1O[C@@H]2C[C@H]3[C@@H]4CCC5=CC(=O)C=C[C@]5(C)[C@H]4[C@@H](O)C[C@]3(C)[C@]2(C(=O)CO)O1 (stereo partly drawn)	2
17	CCN(CC)c1ccc(C(=O)n2cnc3ccccc32)cc1	-1
18	CCCN(S(=O)(=O)c1ccc(OCC)cc1)S(=O)(=O)c1cccs1	10
19	Cc1ccccc1CS(=O)(=O)CCC(=O)N1CCN(c2ccc(N3CCOCC3)nn2)CC1	-5
20	CS(=O)(=O)NCCSc1nnnn1-c1ccccc1	-12
21	CC(=O)N1CCN(C(=O)COc2ccc(Br)cc2)CC1	5
22	O=C(CCCC(=O)N1CCc2ccccc21)N1CCc2ccccc21	-11
23	CC(C)CCn1c(N)c(S(=O)(=O)c2cccs2)c2nc3ccccc3nc21	-2
24	COc1ccc(C)cc1S(=O)(=O)N1CCN(c2cccc(C(F)(F)F)c2)CC1	-2
25	O=C(O)COc1cccc(NC(=O)C2CCCO2)c1 (stereo not drawn)	-4

From no. 19 as far as 20, as listed above:
item	Structure	Ecoli WT growth
19	Cc1ccccc1CS(=O)(=O)CCC(=O)N1CCN(c2ccc(N3CCOCC3)nn2)CC1	-5
20	CS(=O)(=O)NCCSc1nnnn1-c1ccccc1	-12

Fetched by structure from the entries so far:
item	Structure	Ecoli WT growth
24	COc1ccc(C)cc1S(=O)(=O)N1CCN(c2cccc(C(F)(F)F)c2)CC1	-2
13	Cn1cccc1Cc1nnc(SCC(=O)Nc2ccccc2F)n1CCc1ccccc1	10
1	C=CCNc1nnc(SC2CC(=O)N(c3ccc(OC)cc3)C2=O)s1 (stereo not drawn)	7

New compounds follow.
item	Structure	Ecoli WT growth
26	CCOC(=O)C1=C(c2ccccc2)NC(SCC(=O)NC2CCCCC2)=C(C#N)C1c1ccco1 (stereo not drawn)	-19
27	O=C1CC(N2CCCN(C3CC(=O)N(c4ccc(F)cc4)C3=O)CC2)C(=O)N1c1ccc(F)cc1 (stereo not drawn)	-19
28	Cc1cc(C)cc(OCc2nnc(SCC(=O)Nc3ccccc3)o2)c1	-14
29	COc1ccc(C2/C(=C(/O)c3ccccc3)C(=O)C(=O)N2c2ncccn2)cc1OC (stereo not drawn)	-1
30	CCCCC(=O)Nc1cccc(-c2nn3c(C)nnc3s2)c1	-25
31	CC(C)COc1nc2ccccc2nc1C(C#N)C(=O)NC1CCCCC1 (stereo not drawn)	-5
32	O=C(NC12CC3CC(CC(C3)C1)C2)N1CCN(C(=O)C2CCCO2)CC1 (stereo not drawn)	2
33	Nc1nc(Nc2cccc3ccccc23)nc(C2CCCC2=O)n1 (stereo not drawn)	-5
34	Cc1ccc(C(=O)Nc2cccc(C(=O)NCc3ccco3)c2)cc1	-17
35	COc1ccc2nc(-c3ccccc3)[nH]c2c1	9
36	O=C(COC(=O)c1ccc(S(=O)(=O)Nc2ccccc2)cc1)NCCN1C(=O)CSC1=O	22
37	COc1ccc(-n2ncc3c(NCc4cccs4)ncnc32)cc1	7
38	CSc1cccc(NC(=O)CSc2nnc(C)s2)c1	-5
39	CC(=O)C1=C(C)NC(=O)NC1c1cc(Br)ccc1OCC(N)=O (stereo not drawn)	9
40	CC1=C(C)[N+](=O)C2CCCCC2N1[O-] (stereo not drawn)	2
41	C[C@@H]1C[C@H]2[C@@H]3CCC4=CC(=O)C=C[C@]4(C)[C@@]3(F)[C@@H](O)C[C@]2(C)[C@H]1C(=O)CO	8
42	NS(=O)(=O)c1ccc(CNC(=O)C2CCCCC2)cc1	-18
43	COC(=O)c1ccc(NC(=O)CCN2CCN(c3ccccc3)CC2)cc1	-21
44	C=CCSc1nnc(NC(=O)CSc2nc(CCC)cc(=O)[nH]2)s1	-20
45	CC1CCN(C(=O)CN(C2CCCCC2)S(C)(=O)=O)CC1	-15
46	Cn1ccnc1SCC(=O)Nc1ccc2c(c1)COC2=O	-10
47	CCOC(=O)CN1CC23C=CC(O2)C(C(=O)Nc2ccc(OC)cc2OC)C3C1=O (stereo not drawn)	-3
48	CCCNC(=O)c1c(N)n(-c2cc(OC)cc(OC)c2)c2nc3ccccc3nc12	0
49	O=C(CSc1nnc(Cc2ccccc2)o1)NC1CCCCC1	3
50	CCCCC(=O)Nc1ccc(N2CCN(S(C)(=O)=O)CC2)cc1	-26

Following part.
item	Structure	Ecoli WT growth
51	O=C(CN1C(=O)NC(Cc2ccccc2)C1=O)Nc1ccccc1 (stereo not drawn)	9
52	CCN(CC(=O)Nc1ccccc1C(=O)OC)S(=O)(=O)c1ccc(OC)cc1	-25
53	Cc1ccc(-c2nnnn2CS(=O)(=O)c2ccccc2)cc1	-4
54	O=C(COC(=O)C1CC2C=CC1C2)Nc1ccc2c(c1)OC(F)(F)O2 (stereo not drawn)	8
55	COc1ccccc1-c1nnc(NC(=O)c2ccc(S(=O)(=O)N(C)Cc3ccccc3)cc2)o1	2
56	COc1ccc(CCNc2oc(Cc3cccc4ccccc34)nc2C#N)cc1OC	10
57	CCCOc1ccccc1Nc1nnc(C)c(=O)[nH]1	-22
58	CCOC(=O)N1CCN(C(=O)c2ccc(CS(=O)(=O)c3c(Cl)cccc3Cl)o2)CC1	4
59	Cc1ccccc1NC(=O)CSc1nc(Nc2ccccc2)nc(N2CCOCC2)n1	-14
60	COc1ccc(S(=O)(=O)NCc2ccco2)cc1-c1nnc2c3ccccc3c(C)nn12	-3
61	COc1ccc(S(=O)(=O)Nc2ccc3c(c2)OCCO3)cc1Cl	-16
62	Cn1c(=O)c2ncn(CC(=O)Nc3ccc4c5c(cccc35)CC4)c2n(C)c1=O	-17
63	CC(=O)C1=C(O)C(=O)N(Cc2ccco2)C1c1ccc(F)cc1 (stereo not drawn)	-1
64	O=C(c1ccccc1CCc1ccccc1)N1CCOCC1	-16
65	CN(Cc1ccccc1)C(=O)c1ccccc1NC(=O)c1ccco1	-5
66	Cc1cc(C(=O)NCCC2=CCCCC2)no1	-21
67	CCSc1nc2ccccc2n1Cc1nc(N)nc(N(C)C)n1	-19
68	Cc1cc(C)n2nc[n+](C)c2n1	3
69	CCn1c(CCNC(=O)c2cccs2)nnc1SCC(=O)NC1CCCCC1	0
70	COc1ccc(Cl)cc1NC(=O)CCN1CCN(c2ccccc2C)CC1	-3
71	CC(=O)Nc1ccccc1NC(=O)CN(C)S(=O)(=O)c1ccc(C)cc1	4
72	O/N=C/c1ccc(OCC(O)COc2ccc(/C=N/O)cc2)cc1	-4
73	COc1ccc(C2N(C(=O)c3ccccc3)CCN2C(=O)c2ccccc2)cc1	8
74	CC(C)OC(=O)c1ccc(NC(=O)C2C3CC4OC(=O)C2C4C3)cc1 (stereo not drawn)	-7
75	CCn1c(SCC(=O)Nc2nccs2)nnc1-c1ccccc1	5

A different layout for four compounds above:
72) O/N=C/c1ccc(OCC(O)COc2ccc(/C=N/O)cc2)cc1
  Ecoli WT growth: -4
69) CCn1c(CCNC(=O)c2cccs2)nnc1SCC(=O)NC1CCCCC1
  Ecoli WT growth: 0
71) CC(=O)Nc1ccccc1NC(=O)CN(C)S(=O)(=O)c1ccc(C)cc1
  Ecoli WT growth: 4
54) O=C(COC(=O)C1CC2C=CC1C2)Nc1ccc2c(c1)OC(F)(F)O2 (stereo not drawn)
  Ecoli WT growth: 8

Continued.
item	Structure	Ecoli WT growth
76	CC(C)=CC(=O)Nc1ccccc1C(N)=O	-16
77	CCOc1cc(C2C(C#N)=C(N)Oc3n[nH]c(CC)c32)ccc1OCCN1CCOCC1 (stereo not drawn)	-3
78	Cc1ccnc(NC(=O)CCC2COc3ccccc3O2)c1 (stereo not drawn)	-11
79	N#CC1=C(N)SC(N)=C(C#N)C1CCc1ccccc1	-4
80	c1ccc2c(c1)Cn1c-2nc2ccccc21	-3
81	CCN(CCCc1ccccc1)CCCc1ccccc1	3
82	CCNc1nc(N)nc(Oc2ccc(OCCOc3ccc(Cl)cc3Cl)nn2)n1	-10
83	CN(C)S(=O)(=O)c1ccc(C(=O)Nc2ccccc2OC(F)(F)C(F)F)cc1	4
84	CN(C)c1ccc(CNC23CN4CN(CN(C4)C2)C3)cc1	2
85	C=CCOc1ccccc1/C=c1\sc2nc(-c3oc4ccccc4c3C)nn2c1=O	5
86	Cc1cc(C)nc(Nc2n[nH]c(COc3ccccc3)n2)n1	-16
87	Cn1c(CN2CCCC2)nc2cc(NS(=O)(=O)c3ccccc3)ccc21	-22
88	c1ccc(N2CCN(Cc3ccnc4ccccc34)CC2)cc1	-3
89	O=S(=O)(Nc1cccc2ncccc12)c1cccs1	6
90	O=c1c2cnn(-c3ccccc3)c2ncn1/N=C/c1ccncc1	0
91	O=C(Cc1cccs1)Nc1ccccc1NC(=O)Cc1cccs1	1
92	Cc1nn(C)cc1/C=N/O	-5
93	O=C(O)c1ccccc1OCCOc1ccccc1C(=O)O	5
94	Nc1nc2n(n1)C(c1cccc(Br)c1)CC(c1ccc(F)cc1)N2 (stereo not drawn)	6
95	CCCc1cc(=O)[nH]c(Nc2ccc(N3CCCCC3)cc2)n1	6
96	COc1ccc(CCNC(=O)c2cc(-c3ccccc3)on2)cc1OC	-2
97	CC1(C)Cc2noc(N)c2C(C)(C)N1OC(=O)c1ccccc1	7
98	COc1ccc(C(c2sc3nc(C)nn3c2O)N2CCCCC2)cc1 (stereo not drawn)	3
99	CCCn1cnc2c(c1=O)c1nc3ccccc3nc1n2Cc1ccccc1OC	12
100	CC1(C)C(=O)C2(CCCC2)C(=O)OC1c1ccco1 (stereo not drawn)	-30

More entries
item	Structure	Ecoli WT growth
101	COc1ccc(OC)c(C2/C(=C(\O)c3c(C)nc4ccccn34)C(=O)C(=O)N2CCCN(C)C)c1 (stereo not drawn)	-16
102	CCc1ccc(CCC(=O)Nc2nnc(CC)s2)o1	0
103	COC(=O)c1sc(S(=O)(=O)Nc2ccc3cn[nH]c3c2)c(C(=O)OC)c1C	7
104	O=C(CCCN1C(=O)CCC1=O)Nc1cccc(C(F)(F)F)c1	-13
105	COC(=O)c1c(C)oc2ccc(NS(=O)(=O)c3cccs3)cc12	-5
106	COC(=O)COc1ccc(S(=O)(=O)NCCC2=CCCCC2)cc1	-3
107	CC1CCCCN1C(=O)c1cc(F)c(F)cc1Cl (stereo not drawn)	-10
108	O=C(CC(SCCO)c1ccc2c(c1)OCO2)c1ccco1 (stereo not drawn)	0
109	Cc1ccc(C)c(CSc2nnc(CCN)o2)c1	-5
110	O=C(NCC(=O)N(c1ccc2c(c1)OCCO2)C(C(=O)NC1CCCC1)c1ccco1)c1ccco1 (stereo not drawn)	-5
111	Cn1c(=O)c2ncn(CC(=O)NCCOc3ccccc3)c2n(C)c1=O	-2
112	CC(C)(C)NC(=O)Cn1cc(C#N)c2cc(Br)ccc21	-12
113	CC1=C(C(=O)NCc2ccco2)C2(CCC(C)CC2)OC1=O (stereo not drawn)	2
114	COC(=O)c1ccc(C)c(NS(=O)(=O)c2ccc3c(c2)OCCO3)c1	1
115	O=C(CSc1nc(O)cc(=O)n1-c1ccccc1)N1CCCCC1	0
116	COc1ccccc1C(=O)Nc1cccc(N(C)S(C)(=O)=O)c1	-1
117	Cc1occc1C(=O)Nc1cccc(Cn2cccn2)c1	-15
118	Cc1cc2c(c(=O)n1C)C(Cc1ccccc1)C(C#N)=C(N)O2 (stereo not drawn)	-3
119	O=S(=O)(N1CCOCC1)N1CCCN(S(=O)(=O)N2CCOCC2)CC1	-22
120	Cc1ccc(CCNC(=O)C2CCC(=O)N2C2CCCC2)cc1 (stereo not drawn)	7
121	c1ccc(Oc2ccc(-n3cnnn3)cc2)cc1	2
122	COC(=O)C1=CNC=C(C(=O)OC)C1c1ccccc1Cl	5
123	Cn1c(SCC(=O)NCc2ccco2)nnc1-c1ccc(S(=O)(=O)N2CCOCC2)cc1	-21
124	CCOC(=O)N1CCC(c2cc(=O)n3[nH]c(C)c(-c4ccc(F)cc4)c3n2)CC1	10
125	CC(=O)Oc1ccc2c(c1)c(C(C)=O)c(C)n2C	-18

The list continues:
item	Structure	Ecoli WT growth
126	COCCCNC(=O)c1ccccc1NS(C)(=O)=O	-19
127	Cc1ccc(C)c(N2CCN(C(=O)CCCn3c(=S)[nH]c4cc5c(cc4c3=O)OCO5)CC2)c1	3
128	O=C(c1ccc(Br)s1)N1CCN(Cc2ccc3c(c2)OCO3)CC1	-16
129	Cn1c(=O)c2cc(S(=O)(=O)Nc3ccc4c(c3)OCO4)ccc2n(C)c1=O	-23
130	CCc1cccc2c(C#N)cn(CC(=O)NCc3ccco3)c12	-17
131	NC(=O)Nn1c(CCC(=O)O)ccc1-c1ccc(Br)cc1	3
132	O=C(Nc1ccc(-c2noc(-c3cccs3)n2)cc1)c1cccnc1	-2
133	O=C(O)CCc1ccc(-c2cccs2)n1CCC(=O)O	9
134	CCOc1ccc2nc(C(C)O)[nH]c2c1 (stereo not drawn)	-17
135	C=CCNC(=O)CN(c1ccc(F)cc1)S(=O)(=O)c1ccc(OC)cc1	-18

High-throughput results from PubChem BioAssay.

This is a subset (hit frequency here may not be typical).
